NTR1 ag: NTR1-driven beta-arrestin-GFP spot formation – imaging, U2OS cells, high content, primary screen (AID 493036) | 0.17% of 330,000 active | agonist mode | P30989 | activation, % at 20 µM;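 active = activation at or above 40% of the spot to cytoplasm intensity ratio, with at least 20 cells analyzed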;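 also: 0% = DMSO without peptide and 100% = 100 nM NTR1 peptide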
Target sequence (P30989 whole entry, looked up): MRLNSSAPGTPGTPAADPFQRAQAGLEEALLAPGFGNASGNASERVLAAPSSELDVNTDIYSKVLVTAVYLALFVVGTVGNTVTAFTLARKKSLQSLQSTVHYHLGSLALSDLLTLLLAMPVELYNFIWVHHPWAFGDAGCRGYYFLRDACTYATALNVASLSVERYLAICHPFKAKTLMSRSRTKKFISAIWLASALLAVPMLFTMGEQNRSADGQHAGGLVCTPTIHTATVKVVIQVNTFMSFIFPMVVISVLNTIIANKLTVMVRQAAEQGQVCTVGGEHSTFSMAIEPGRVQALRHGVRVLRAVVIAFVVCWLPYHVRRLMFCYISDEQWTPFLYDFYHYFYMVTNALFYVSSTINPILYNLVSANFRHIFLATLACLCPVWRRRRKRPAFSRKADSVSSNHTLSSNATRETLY
T cell modulator: modulates CD8 T cell binding to vesicles | 2C CD8+ T cell-vesicle binding, flow cytometry; active compounds read low | calls only at 7 µM | 0.068% of 330,000 active | AID 2052;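 active = response, share of CD8 T cells binding vesicles, and their 90th percentile fluorescence all below set limits, cut at about 80% in these data, passing the limit was not always enough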
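System: murine 2C transgenic CD8+ T lymphocytes; also added: QL9-loaded Drosophila micro-vesicles; times: binding 1.5 h at 37 °C; measured by: flow cytometry, PE anti-B7-1 (FL2) versus Alexa647 anti-CD8 (FL8), PFA-fixed; control set: Peptide-free naked vesicles (low) and QL9 vesicles with 0.7% DMSO vehicle (high)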
Myeloid diff MLP: myeloid differentiation induction; ER-HoxA9 myeloid progenitors, lysozyme-GFP differentiation, flow cytometry; calls only at 10 µM; 1% of 360,000 active; AID 624256;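 active = normalized GFP-positive differentiation at or above the plate's own cutoff, the solvent-only control mean plus 3 SD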;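 also: cells exposed to compound for four days before flow analysis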
T cell modulator vesicle-bound %: recorded beside T cell modulator, whose call it bears; double positive events, %; measured here: CD8+ vesicle-bound cell fraction;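 binding gate set so that unloaded-vesicle control wells show 10% double positive cells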
NTR1 ag cell count 20 µM: further read-out of NTR1 ag, marked with its call; cell count; measured here: cell count, cytotoxicity flag
Myeloid diff MLP GFP+ MAC1+ %: second read-out of Myeloid diff MLP, no call of its own (marks repeat the call); GFP+ MAC1+ double positive, %; measured here: differentiation confirmed by MAC1 staining
* = called active by the depositor; i = inactive. Some of the compounds tested, so the mix of outcomes need not match the whole.

SMILES | NTR1 ag | NTR1 ag cell count 20 µM | T cell modulator | T cell modulator vesicle-bound % | Myeloid diff MLP | Myeloid diff MLP GFP+ MAC1+ %
Cc1ccc(S(=O)(=O)NCCC(=O)OCC(=O)N2CCCC2=O)cc1 | -0.8 | 72 | i | 56 | i | 1.0
CC1(C)CC(=O)C=C(c2ccc3ncccc3c2)C1 | -1.8 | 51 | i | 15 | i | 0.2
CCCN(CC(=O)Nc1ccccc1C)C(=O)c1ccc2[nH]c3c(c2c1)CC(C)CC3 (stereo not drawn) | 3.6 | 66 | i | 37 | i | 0.8
O=C(OCC(=O)N1CCCc2ccccc21)c1ccc(S(=O)(=O)C(F)F)cc1 | 0.4 | 49 | i | 42 | i | 0.7
Cc1ccc(S(=O)(=O)Nc2cccc(C(=O)NC3CCN(Cc4ccccc4)CC3)c2)cc1F | 0.2 | 58 | i | 7 | i | 1.0
CN(C(=O)CSc1nc2ccccc2[nH]1)C1CCS(=O)(=O)C1 (stereo not drawn) | -0.9 | 62 | i | 42 | i | 0.7
CN(C)C(CNC(=O)c1cccc(S(=O)(=O)Nc2ccc(Br)cc2)c1)c1ccco1 (stereo not drawn) | 1.5 | 51 | i | 47 | i | 0.6
CCCN(CC(=O)Nc1ccccc1C)C(=O)/C=C/c1ccc(OCC)c(OC)c1 | -1.3 | 75 | i | 38 | i | 0.2
O=C(NCc1ccncc1)c1cccc(S(=O)(=O)Nc2ccc(SC(F)F)cc2)c1 | 0.1 | 66 | i | 27 | i | 0.5
CN(CC(=O)Nc1ccc(Cl)cc1F)C1=NS(=O)(=O)c2ccccc21 | 0.6 | 58 | i | 44 | i | 1.8
COc1ccc(Cl)cc1NC(=O)CSc1cccc[n+]1[O-] | 0.5 | 73 | i | 51 | i | 1.1
COc1ccc(-c2nnn(CC(=O)N(Cc3ccc(F)cc3)C(C(=O)NC3CCCC3)c3ccc(F)cc3)n2)cc1 (stereo not drawn) | 0.1 | 62 | i | 25 | i | 0.8
O=S(=O)(NCC1CCCO1)c1ccc(S(=O)(=O)N(Cc2ccccc2F)C2CCCCC2)cc1 (stereo not drawn) | 3.3 | 61 | i | 58 | i | 7.0
Cn1c(N)c(C(=O)COC(=O)CNC(=O)c2ccccc2Cl)c(=O)n(C)c1=O | -2.4 | 79 | i | 46 | i | 0.4
CC1CCCC(C)N1C(=O)COC(=O)c1ccccc1O (stereo not drawn) | 0.6 | 59 | i | 25 | i | 0.6
CC12CCC(=O)N1C(C(=O)Nc1ccc(SC(F)F)cc1)CS2 (stereo not drawn) | 1.1 | 71 | i | 47 | i | 0.8
Cc1cccc(NS(=O)(=O)c2ccc(C)c(C(=O)N(C)C)c2)c1 | 0.3 | 54 | i | 36 | i | 0.7
CCCCn1c(SCC(=O)Nc2cc(C)on2)nc2cc(S(N)(=O)=O)ccc21 | 1.5 | 48 | i | 25 | i | 0.5
O=C(Cc1cccc(NC(=O)C2CCN(C(=O)C3CCCCC3)CC2)c1)Nc1cccc(C(=O)N2CCCC2)c1 | -1.2 | 48 | i | 22 | i | 1.2
CC(=O)c1c[nH]c(C(=O)Nc2ccc(N3CCCCCC3)cc2)c1 | 4.4 | 74 | i | 30 | i | 0.1
CC(=O)Oc1ccccc1C(=O)O | -0.1 | 61 | i | 26 | i | 3.5
CCC[C@@H](CN1CCC[C@H]1CN1C(N)=NC[C@H]1C(C)C)N1C[C@@H](Cc2ccccc2)N(CCCC2CCCC2)C1=N | -2.2 | 57 | i | 10 | i | 0.2
CCOc1ncccc1C(=O)OCC(=O)N1CCC(C)CC1 | 1.4 | 43 | i | 16 | i | 1.3
CCCCn1c(N)c(N(CCOC)C(=O)COC(=O)c2cc(CC)c(C)s2)c(=O)[nH]c1=O | -0.1 | 71 | i | 24 | i | 1.0
CCCCn1c(N)c(N(CC(C)C)C(=O)C2CC(=O)N(Cc3ccccc3)C2)c(=O)[nH]c1=O (stereo not drawn) | -0.2 | 76 | i | 17 | i | 0.7

Profiles, quoted from the list.
CCOc1ncccc1C(=O)OCC(=O)N1CCC(C)CC1 is entered as NTR1 ag: 1.4; NTR1 ag cell count 20 µM: 43; T cell modulator: i; T cell modulator vesicle-bound %: 16; Myeloid diff MLP: i; Myeloid diff MLP GFP+ MAC1+ %: 1.3
CN(CC(=O)Nc1ccc(Cl)cc1F)C1=NS(=O)(=O)c2ccccc21 is entered as NTR1 ag: 0.6; NTR1 ag cell count 20 µM: 58; T cell modulator: i; T cell modulator vesicle-bound %: 44; Myeloid diff MLP: i; Myeloid diff MLP GFP+ MAC1+ %: 1.8

Next section
SMILES | NTR1 ag | NTR1 ag cell count 20 µM | T cell modulator | T cell modulator vesicle-bound % | Myeloid diff MLP | Myeloid diff MLP GFP+ MAC1+ %
O=C1CCCCC1Sc1ccc(Cl)cc1[N+](=O)[O-] (stereo not drawn) | 0.1 | 60 | i | 31 | i | 0.6
Cc1ccc(C2(C)NC(=O)N(CC(=O)N3CCN(S(=O)(=O)c4cccc([N+](=O)[O-])c4)CC3)C2=O)cc1 (stereo not drawn) | 4.1 | 47 | i | 54 | i | 1.3
Cc1cccc(OCc2nnc(SCC(=O)N(c3ccccc3)C3CCS(=O)(=O)C3)o2)c1 (stereo not drawn) | -1.0 | 63 | i | 5 | i | 0.8
Cc1ccc(N(Cc2ccccc2)C(=O)c2ccc(C)c(S(=O)(=O)N3CCOCC3)c2)cc1 | 1.7 | 66 | i | 34 | i | 0.5
CCCNC(=O)c1onc(CS(=O)(=O)c2cccc(OC)c2)c1C(=O)NCCC | 0.6 | 51 | i | 49 | i | 0.9
CC(=O)Nc1ccc(SC[C@H](Cc2ccccc2)N2CC[C@@H](O)CCC2=O)cc1 | -0.2 | 57 | i | 55 | i | 1.9
CC1CCC2(CC1)NC(=O)N(CC(=O)Nc1cccc(C#N)c1)C2=O (stereo not drawn) | -1.3 | 60 | i | 35 | i | 1.3
COc1ccc2nc(SCC(=O)c3c(N)n(C4CC4)c(=O)[nH]c3=O)[nH]c2c1 | 0.5 | 69 | i | 32 | i | 0.9
O=C(Nc1cccc(S(=O)(=O)N2CCCCC2)c1)C1CCC1 | 1.0 | 52 | i | 42 | i | 0.9
O=C(COC(=O)/C=C/c1cccc(C(F)(F)F)c1)NC(=O)NCc1ccco1 | -0.4 | 46 | i | 51 | i | 1.1
Cc1ccc(C(=O)Nc2c(C)n(C)n(-c3ccccc3)c2=O)cc1S(=O)(=O)N1CCCCC1 | -0.8 | 51 | i | 45 | i | 0.5
CCN(CC(=O)Nc1ccc2c(c1)OCCO2)CC(=O)Nc1ccccc1C(F)(F)F | 0.6 | 65 | i | 59 | i | 0.5
O=C(Nc1ccc(Cl)c(S(=O)(=O)N2CCCCC2)c1)C1=COCCO1 | 5.1 | 57 | i | 20 | i | 1.6
CC(C)c1ccccc1 | -2.1 | 61 | i | 30 | i | 1.4
O=C(COC(=O)c1ccc(Cl)nc1)Nc1nnc(-c2ccccc2)o1 | 0.2 | 64 | i | 18 | i | 0.3
O=C(NCC(=O)N1CCN(S(=O)(=O)c2ccc3c(c2)OCCO3)CC1)c1ccccc1Cl | 3.5 | 61 | i | 35 | i | 0.5
COc1ccc(OCCCC(=O)Nc2cc(Cl)ccc2-n2cncn2)cc1 | 0.0 | 58 | i | 59 | i | 1.1
COc1ccc(-c2ccc3oc(-c4ccsc4)cc(=O)c3c2)cc1F | -2.0 | 54 | i | 10 | i | 0.0
CCc1ccc(OCC(=O)NNC(=O)c2cc(S(=O)(=O)N(C)C)ccc2N2CCCC2)cc1 | 1.5 | 63 | i | 23 | i | 0.5
Cc1n[nH]c(=O)c2c(NC(=O)COC(=O)c3cc(F)cc(F)c3)oc(C)c12 | 0.4 | 54 | i | 31 | i | 1.4
CC(C)Oc1ccc(C(=O)Nc2cccc(S(=O)(=O)N3CCCC3)c2)cc1 | 1.7 | 67 | i | 23 | i | 0.9
CC1CN(C(=O)CSc2nnc(C3CCCCC3)n2N)CC(C)O1 (stereo not drawn) | 0.9 | 59 | i | 39 | i | 1.2
CS(=O)(=O)c1ccc(Cl)c(NC(=O)COC(=O)CNC(=O)c2cccs2)c1 | 0.0 | 69 | i | 47 | i | 0.8
CCOc1ccc2oc(C(=O)Nc3nccs3)c(C)c2c1 | 4.1 | 62 | i | 54 | i | 0.3
CCOC(=O)c1cc(C#N)c(N2CCCCC2)nc1-c1ccccc1 | 9.1 | 69 | i | 44 | i | 0.6
SMILES | NTR1 ag | NTR1 ag cell count 20 µM | T cell modulator | T cell modulator vesicle-bound % | Myeloid diff MLP | Myeloid diff MLP GFP+ MAC1+ %
CCN(CC(=O)NCc1cccs1)C(=O)c1ccc(-c2cccc(C(F)(F)F)c2)o1 | 1.2 | 44 | i | 52 | i | 0.6
O=C(Cc1c[nH]c2ccccc12)NCC(=O)Nc1ccc(F)c(F)c1F | -1.1 | 60 | i | 34 | i | 1.2
CCCNC(=O)CSc1ccc(S(=O)(=O)N2CCCC2)cn1 | 1.2 | 61 | i | 37 | i | 0.6
CCN1CCN=C1Nc1ccccc1 | -0.6 | 72 | i | 62 | i | 1.4
C=CCOc1ccc(/C=C/C(=O)OCC(=O)N(C)CC(=O)Nc2ccc(F)cc2)cc1 | 0.4 | 56 | i | 42 | i | 1.2
Cc1ccc(S(=O)(=O)CCC(=O)OCC(=O)NC(C)c2ccc(F)cc2)cc1 (stereo not drawn) | -0.8 | 57 | i | 40 | i | 1.2
CCN(CC)c1nc(N)c(C#N)c(CC#N)c1C#N | 3.4 | 87 | i | 9 | i | 0.0
COC(=O)c1ccc(SCc2ccccc2)nc1 | 2.2 | 41 | i | 23 | i | 0.3
Cc1ccc(C(=O)NCC(=O)Nc2cc(C)ccn2)cc1 | 2.5 | 48 | i | 21 | i | 0.8
COc1ccccc1NC(=O)C(C)Sc1nc2ccccc2c(=O)n1CC1CCCO1 (stereo not drawn) | 3.6 | 61 | i | 11 | i | 0.5
NC(=O)c1ccc(NC(=O)COc2ccc(-n3cnnn3)cc2)cc1 | -1.3 | 66 | i | 46 | i | 0.3
O=S(=O)(NCCC1=CCCCC1)c1c(Cl)cccc1Cl | 2.7 | 49 | i | 52 | i | 1.5
ONC(=Nc1ccccc1Cl)c1c(F)cccc1F | 0.9 | 60 | i | 15 | i | 0.2
O=S(=O)(Nc1ccc(Nc2ccccc2)cc1)c1ccc(F)cc1 | 7.2 | 66 | i | 30 | i | 0.7
Cc1ccccc1C(=O)NCC(=O)OCC(=O)NC(C)C1CC2CCC1C2 (stereo not drawn) | 0.1 | 62 | i | 41 | i | 2.2
CC(C)(C)OC(=O)NCCCCCNC(=O)c1nc[nH]c1C(=O)N1CCc2ccccc2C1 | 2.7 | 55 | i | 15 | i | 1.6
O=C(c1cc(-c2ccccc2)nn1CC1CC(c2cccnc2)=NO1)N1CCOCC1 (stereo not drawn) | 0.6 | 98 | i | 25 | i | 1.4
COc1ccc(NS(=O)(=O)c2ccc(C(=O)N3CCN(c4ccc(F)cc4)CC3)cc2)cc1 | 3.1 | 52 | i | 54 | i | 0.6
CC(NC(=O)COC(=O)Cc1ccc(Cl)cc1)c1ccccc1 (stereo not drawn) | 2.6 | 55 | i | 53 | i | 0.8
CCOc1ccc(C(C)=O)cc1COC(=O)c1cc([N+](=O)[O-])ccc1N1CCOCC1 | 6.2 | 68 | i | 20 | i | 1.3
Cc1ccc(OCC(=O)OCC(=O)N2c3ccccc3CC2C)cc1C (stereo not drawn) | -3.0 | 53 | i | 46 | i | 0.3
CCN(CC)S(=O)(=O)c1ccc(OC)c(NC(=O)CSCc2c(C)noc2C)c1 | 2.2 | 55 | i | 45 | i | 0.9
Cc1ccc(-c2cn(CCC(=O)O)c(-c3ccc(Cl)nc3)n2)cc1 | -0.8 | 100 | i | 42 | i | 1.3
Cc1cccc(C)c1NC(=O)CNC(=O)c1ccc2nc[nH]c2c1 | -0.9 | 49 | i | 36 | i | 0.9
CCCNC(=O)C(Cc1ccccc1C)NC(=O)c1ccc(C(F)(F)F)cc1 (stereo not drawn) | -0.2 | 62 | i | 44 | i | 0.6

4 successive records from above, quoted:
SMILES | NTR1 ag | NTR1 ag cell count 20 µM | T cell modulator | T cell modulator vesicle-bound % | Myeloid diff MLP | Myeloid diff MLP GFP+ MAC1+ %
Cc1ccc(S(=O)(=O)NCCC(=O)OCC(=O)N2CCCC2=O)cc1 | -0.8 | 72 | i | 56 | i | 1.0
CC1(C)CC(=O)C=C(c2ccc3ncccc3c2)C1 | -1.8 | 51 | i | 15 | i | 0.2
CCCN(CC(=O)Nc1ccccc1C)C(=O)c1ccc2[nH]c3c(c2c1)CC(C)CC3 (stereo not drawn) | 3.6 | 66 | i | 37 | i | 0.8
O=C(OCC(=O)N1CCCc2ccccc21)c1ccc(S(=O)(=O)C(F)F)cc1 | 0.4 | 49 | i | 42 | i | 0.7

Ordered by the number under Myeloid diff MLP GFP+ MAC1+ % (low to high): three of the compounds above
SMILES	T cell modulator	T cell modulator vesicle-bound %	Myeloid diff MLP GFP+ MAC1+ %
ONC(=Nc1ccccc1Cl)c1c(F)cccc1F	i	15	0.2
Cc1ccc(OCC(=O)OCC(=O)N2c3ccccc3CC2C)cc1C (stereo not drawn)	i	46	0.3
O=C(c1cc(-c2ccccc2)nn1CC1CC(c2cccnc2)=NO1)N1CCOCC1 (stereo not drawn)	i	25	1.4

Screening data as filed in PubChem.
